Screens: PubChem, Broad Institute
RAD52 anneal inh: RAD52 DNA annealing inhibitors, primary screen, biochemical, FRET, single point, set 2; DNA repair protein RAD52 homolog (Homo sapiens), P43351; recombinant RAD52 DNA annealing, FRET fluorescence; inhibition, % at 18.7 µM; 360,000 tested, 0.46% active; AID 651710, 2012;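 active means every replicate showing at least 50% inhibition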
miR122 inh: miR-122 Renilla sensor signal increase in Huh7, primary screen, miR-122 inhibitor project, cell-based, single point, plate reader. Huh7 miR-122 Renilla luciferase sensor, 48 h; neutral wells = 0, positive control = 100. activation (reporter increase), % at 12.5 µM. 340,000 tested, 0.3% active;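 active means mean replicate activation score at least 90 and every replicate individually at or above 90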;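 further: higher luciferase means less miR-122 activity so hits act as miR-122 inhibitors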
ERAP1 HTS inh: human ERAP1 aminopeptidase inhibitors, primary screen, biochemical, single point, plate reader; recombinant ERAP1, Leu-AMC fluorescence, 60 min; 340,000 tested, 0.15% active; Endoplasmic reticulum aminopeptidase 1 (Homo sapiens), Q9NZ08; inhibition, % at 10.7 µM;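 active means mean replicate inhibition of at least 30%, or all replicates individually reaching that 30% level; inactive means mean below 30% and not every replicate reaching it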;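 further: 0% = neutral control wells and 100% = L-leucinethiol positive control wells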
PglD DTNB: C. jejuni PglD acetyltransferase inhibitors, primary screen, biochemical, DTNB colorimetric, single point. purified PglD enzyme, DTNB colorimetric CoA detection. inhibition, % at 12.5 µM. 360,000 tested, 0.098% active; in the data active means inhibition above about 16%, passing the limit was not always enough; further: strong numbers were not always called active
PGC1a acetyl inh: inhibitors of PGC1a acetylation signal, primary screen, cell-based, U2OS, AlphaScreen, inhibitor mode | AlphaScreen anti-acetyl-lysine; with virally co-expressed GCN5 acetyltransferase | inhibition, % at 15.6 µM | 350,000 tested, 0.17% active | AID 651687, 2012;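 active means every replicate shows inhibition of at least 40%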;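 further: 0% = neutral control wells and 100% = positive control wells; some results beyond the cut were filed as inactive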
RAD54 branch: inhibitors of human RAD54 branch migration, primary screen, biochemical, fluorescence, single point. DNA repair and recombination protein RAD54-like (Homo sapiens), Q92698. RAD54 Holliday junction branch migration, FAM/BHQ fluorescence. inhibition, % at 10.4 µM. 360,000 tested, 0.14% active. AID 602329, 2012;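 active means mean normalized replicate activity at least 40 and at least half of replicates scoring 40 or more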;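 further: 0% = median of neutral control wells and 100% = median of positive control wells; inhibitors cause a drop in the FAM fluorescence signal; in these data hits start at about 50%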
Target sequence (Q92698 whole entry, looked up): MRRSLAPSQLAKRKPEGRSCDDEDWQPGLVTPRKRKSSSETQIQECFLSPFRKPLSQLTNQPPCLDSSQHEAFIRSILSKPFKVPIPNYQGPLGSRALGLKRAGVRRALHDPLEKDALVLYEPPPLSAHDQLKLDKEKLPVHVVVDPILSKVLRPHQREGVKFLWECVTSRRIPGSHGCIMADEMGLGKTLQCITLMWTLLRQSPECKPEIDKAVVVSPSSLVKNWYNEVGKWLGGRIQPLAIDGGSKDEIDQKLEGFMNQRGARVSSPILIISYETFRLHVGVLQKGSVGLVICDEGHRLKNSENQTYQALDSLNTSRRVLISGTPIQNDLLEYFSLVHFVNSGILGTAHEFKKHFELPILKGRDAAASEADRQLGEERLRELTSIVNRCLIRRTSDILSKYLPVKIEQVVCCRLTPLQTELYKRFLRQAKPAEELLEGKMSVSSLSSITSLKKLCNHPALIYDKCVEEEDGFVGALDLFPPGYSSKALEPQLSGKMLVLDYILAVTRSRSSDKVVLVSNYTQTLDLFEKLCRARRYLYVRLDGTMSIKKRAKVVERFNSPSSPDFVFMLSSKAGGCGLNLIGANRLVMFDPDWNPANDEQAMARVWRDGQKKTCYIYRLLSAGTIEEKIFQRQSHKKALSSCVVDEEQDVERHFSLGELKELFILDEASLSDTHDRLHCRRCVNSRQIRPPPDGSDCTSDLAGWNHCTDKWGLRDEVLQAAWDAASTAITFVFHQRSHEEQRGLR
E-selectin induc: E-selectin induction in HUVECs, primary screen, imaging, HUVEC, immunofluorescence imaging, single point; P16581; 260,000 tested, 0.37% active; AID 686992, 2013; normalized: neutral wells 0, TNF-alpha wells 100; activation, % at 7.58 µM;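 active means mean E-selectin-positive cell signal at least 10% of the positive control, reached in at least 60% of replicates, without over 20% cell loss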;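 further: in these data hits start at about 27%; measured in HUVEC primary endothelial cells; signal is the percent of cells scored E-selectin positive by PE staining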
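Test system: HUVEC; input: 3,000 HUVEC/well; measured by: immunofluorescence imaging; read-out: % PE-positive cells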
Cneo AK release: Cryptococcus neoformans cell lysis inducers, primary screen, AK release luminescence, single concentration. C. neoformans lysis, adenylate kinase release luminescence, 4 h; normalised: neutral wells 0, clomiphene wells 100. lysis activity, % at 15 µM. 360,000 tested, 0.2% active. AID 651654, 2012;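 active means mean lysis activity across replicates of at least 80%, whatever share of replicates individually reach that level; inactive means mean lysis activity below 80%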
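Assay system: Cryptococcus neoformans yeast cells / Dosing: single-point compound dose / Timing: 4 h at 37 °C static, read 1 h later / Measured by: luminescence of released adenylate kinase using an AK detection reagent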
* hit, by the source's call; / = no result given; [ ] = dose if it differs, or a comment.

Compound,RAD52 anneal inh,miR122 inh,ERAP1 HTS inh,PglD DTNB,PGC1a acetyl inh,RAD54 branch,E-selectin induc,Cneo AK release
CCCn1c(=O)[nH]c(=O)c2c1nc(-c1ccc(OC(F)(F)C(F)C(F)(F)F)cc1)n2CCOC (stereo not given),/,-6,/,2,-3,2,/,1
COc1ccc(Br)cc1S(=O)(=O)N1CC(C)OC(C)C1 (stereo not given),/,56,/,1,4,17,-1.6,0
CC(C)NC(=O)Nc1ccc2c(c1)C(=O)N([C@H](C)CO)C[C@H](C)[C@@H](CN(C)CC1CCCCC1)O2,-8,-5[16.7 µM],-1,0,/,3,/,5
COc1ccc(/C=C/c2nc3cc(-c4ccccc4)ccc3o2)cc1O,-14,/,0,-3,/,14,/,16
Cc1ccc2cc(CN(CC3CCCO3)S(=O)(=O)c3c(C)ccc4nsnc34)c(=O)[nH]c2c1 (stereo not given),/,-4,/,3,-6,-1,/,6
C[C@H](CO)N1C[C@H](C)[C@@H](CN(C)C(=O)NC2CCCCC2)Oc2ccc(NC(=O)Nc3ccc4c(c3)OCO4)cc2CC1=O,20,-2[16.7 µM],-2,-2,-2,3,-0.2,2
Cc1csc(NC(=O)c2cc(-c3ccncc3)nc3ccccc23)n1,-8,/,5,/,10,/,0.2,/
O=C(NCc1cccnc1)C1CCC(CNS(=O)(=O)c2ccc(Cl)cc2)CC1 (stereo not given),-17,8,0,/,1,/,0.2,/
CCCn1c(N)c(NCCN2CCOCC2)c(=O)n(CC(=O)NCc2ccccc2)c1=O,-5,/,2,/,2,/,2.7,/
O=C(CSc1nn(-c2ccc(F)cc2)c(=S)s1)NC1CCS(=O)(=O)C1 (stereo not given),-21,-1,-3,-4,-3,1,/,-1
CSCCC(NC(=O)c1ccccc1)C(=O)NCc1ccco1 (stereo not given),/,2,/,-5,-2,7,/,-1
Cc1ccc(N2CC(C(=O)N/N=C/c3c(F)cccc3Cl)CC2=O)cc1 (stereo not given),-2,-9,-1,1,/,1,20,7
CCOC(=O)C1=C(C)N(C)C(=O)NC1c1c(O)ccc2ccccc12 (stereo not given),-1,2,-2,-1,3,-1,0.0,-6
CN(C(=O)CS(=O)(=O)c1cn(CC(=O)N2CCCCC2)c2ccccc12)c1ccccc1,-25,/,1,-3,/,-14,-0.3,1
Cc1cccc(S(=O)(=O)N[C@H]2CC[C@@H](CCNS(=O)(=O)c3ccccc3F)O[C@@H]2CO)c1,-8,/,5,-3,5,9,-0.6,72
Cc1ccc(NC(=O)CN2C(=O)S/C(=C/c3ccncc3)C2=O)cc1,-9,3,-3,3,/,4,-0.4,1
CCCn1nc(C(=O)Nc2nc(-c3ccccn3)cs2)c2ccccc2c1=O,-27,3,0,-2,13,1,3.3,0
CCn1c(CCc2ccccc2)nnc1SCC(N)=O,1,-4,-1,2,-4,5,/,-3
Cc1cc(C)c(C)c(S(=O)(=O)N2CCN(C(=O)c3cc(S(=O)(=O)N4CCOCC4)ccc3F)CC2)c1C,-26,-8,1,-4,-13,-9,-0.3,0
CC(C)C(NC(=O)c1ccccc1F)C(=O)NCc1ccc(S(=O)(=O)N2CCOCC2)cc1 (stereo not given),-8,-4,-2,1,6,-6,-0.6,1
C[C@@H]1CN([C@@H](C)CO)C(=O)c2cccc(NC(=O)c3nc4ccccc4s3)c2O[C@@H]1CN(C)CC1CCCCC1,-9,-7[16.7 µM],2,-1,19,-4,0.1,54
C[C@@H]1CCCCO[C@@H](CN(C)C(=O)C2CCCCC2)[C@H](C)CN([C@H](C)CO)C(=O)c2cc(NC(=O)Nc3ccc(C(F)(F)F)cc3)ccc2O1,-20,-15[16.7 µM],2,-1,14,4,1.0,-4
CCOc1ccc(S(=O)(=O)NCCC2=CCCCC2)c2ccccc12,/,75,/,0,10,-11,/,-2
Cc1ccccc1NC(=O)CON=C(N)c1ccccc1,-12,/,0,-5,-5,1,-0.7,-2
CCOC(=O)c1cc(-c2ccccc2)n(CC2CC(c3ccc(OC)cc3)=NO2)n1 (stereo not given),-8,-2,0,-3,-4,-9,-0.1,-2
CCN(CC1CCCO1)C(=O)CCc1nnc(CCc2ccccc2OC)o1 (stereo not given),-9,-1,-8,2,/,-2,-0.2,0
Nc1ccc(C(=O)NCCCCCCNC(=O)c2ccc(N)cc2)cc1,-48,/,3,-5,4,5,/,0
Cn1cc(S(=O)(=O)N2CCN(c3cccc(C(F)(F)F)c3)CC2)c(=O)n(C)c1=O,-6,-3,3,2,7,-1,-0.3,3
O=C(CCOc1ccccc1)Nc1ccc(Cl)c(S(=O)(=O)N2CCOCC2)c1,-7,4,-4,-9,-10,7,0.3,-6
CCC(=O)N1CCc2cc(Br)cc(S(=O)(=O)NCc3ccccc3OC)c21,-19,32,-4,13,/,-8,/,1
CC(C)NC(=O)Nc1cccc2c1O[C@@H](CN(C)S(C)(=O)=O)[C@@H](C)CN([C@H](C)CO)C2=O,-12,-3[16.7 µM],-3,-2,2,9,-0.2,-3
CC(C)C1CC(C(=O)Nc2ccccc2)C(=O)O1 (stereo not given),1,7,/,0,4,6,0.1,2
Cc1ccc(S(=O)(=O)Nc2ccc3c(c2)C(=O)N([C@H](C)CO)C[C@H](C)[C@@H](CN(C)Cc2ccncc2)OCCCC[C@@H](C)O3)cc1,11,-9[16.7 µM],-2,4,0,-9,/,-6
Cc1noc(C)c1COc1ccccc1C(=O)NCCc1ccc(F)cc1,-10,-8,-1,4,-6,1,2.1,-2
CCN1CCN(C(=O)c2ccc(COc3cccc(Cl)c3)o2)CC1,-6,1,-3,-1,-10,1,0.3,0
COc1cccc(-c2ccc([C@@H]3[C@@H](C#N)N(C(=O)Cc4ccncc4)[C@@H]3CO)cc2)c1,33,/,-4,-1,-8,-21,0.7,1
Nc1ccc(S(=O)(=O)Nc2ccccn2)cc1,-21,23,5,3,2,-1,-0.2,2
CCc1c(C(=O)O)[nH]c2ccc(Br)cc12,/,-3,/,4,3,-1,/,4
O=C(CSc1nc(O)c(-c2ccccc2)c(=O)[nH]1)N1CCOCC1,-10,-5,-2,0,-7,-3,0.0,5
O=C(CN1CCOCC1)NCC[C@@H]1CC[C@H](NC(=O)c2ccc3c(c2)OCO3)[C@H](CO)O1,4,/,-3,-1,7,-1,0.0,-2
Cc1noc(C)c1S(=O)(=O)Nc1ccc2c(c1)CC(=O)N([C@@H](C)CO)C[C@@H](C)[C@H](CN(C)C(=O)NC1CCCCC1)O2,-10,5[16.7 µM],1,2,6,3,7.5,-4
COc1ccc(C(=O)NC(=S)NNC(=O)c2ccc(O)cc2)cc1[N+](=O)[O-],-14,-2,1,1,/,8,/,1
COc1ccc(C(=O)OCCc2cc3ccccc3c(=O)o2)cc1,-12,-1,-3,3,/,1,1.3,2
O=C(C[C@H]1CC[C@@H]2[C@H](COC[C@H](O)CN2C(=O)Nc2cccc(Cl)c2)O1)N1CCCCC1,-1,0[16.7 µM],-1,0,12,3,0.1,-4
Cc1[nH]n(C(N)=S)c(=O)c1N=Nc1cc(-c2ccc(Br)cc2)[nH]n1,-8,-5,3,-4,2,1,/,-5
C[C@H](CO)N1C[C@H](C)[C@H](CN(C)C(=O)Cc2ccccc2)OCCCC[C@H](C)Oc2ccc(NC(=O)Nc3ccccc3)cc2C1=O,-6,2[16.7 µM],1,3,0,3,/,1
O=C1c2ccccc2C(Nc2ccccc2)N1c1cccnc1 (stereo not given),5,-10,-3,-5,-1,10,/,-4
Cc1cc(C(=O)N2CCCC(N3CCN(c4cccc(Cl)c4)CC3)C2)nc(C)n1 (stereo not given),-11,/,-5,6,/,0,-0.2,-1
O=C(C[C@@H]1C[C@H]2c3cc(NC(=O)Nc4ccccc4F)ccc3O[C@H]2[C@@H](CO)O1)NC1CCCC1,-1,4[16.7 µM],-4,2,-6,-5,-0.1,0
O=C(Nc1nc(-c2cccs2)cs1)c1cccc(S(=O)(=O)N2CCCCCC2)c1,-27,16,-1,-3,-18,-8,/,-1
O=C(C[C@@H]1CC[C@@H]2[C@H](COC[C@H](O)CN2Cc2ccccc2)O1)NCCCN1CCOCC1,8,-4[16.7 µM],-2,-1,0,-6,-0.2,-4
COc1ccc(CN(C)C[C@@H]2OCCCC[C@@H](C)Oc3ccc(NS(C)(=O)=O)cc3C(=O)N([C@@H](C)CO)C[C@H]2C)cc1,9,-4[16.7 µM],2,5,12,3,0.2,0
COc1ccc(Br)c(C(=O)Nn2c(C)nc3ccccc3c2=O)c1,/,-3,/,6,4,4,/,0
O=C(NC12CC3CC(CC(C3)C1)C2)c1cncc(Br)c1,-11,/,-1,-4,/,2,11,-2
COc1ccc(N2CCN(C(=O)c3ccc4nc(N5CCCCC5)sc4c3)CC2)cc1,-12,9,-2,5,1,-10,0.0,3
COc1ccccc1C=NNc1nc(C)cc(=O)[nH]1,-1,/,-3,4,0,-5,0.0,1
COc1ccccc1NC(=O)COc1cccnc1[N+](=O)[O-],-20,-7,-6,-4,-18,-7,-0.7,-3
CNC[C@@H]1Oc2ncc(-c3cc4ccccc4o3)cc2C(=O)N([C@H](C)CO)C[C@@H]1C,-6,-2[16.7 µM],-2,1,7,3,/,0
COc1ccc(N2CCN(c3nc4ccccn4c(=O)c3C=O)CC2)cc1,-24,-4,-2,/,/,/,-0.4,/
O=C(c1ccccc1F)N1C[C@@H]2[C@H](c3ccccc31)[C@@H](CO)N2C(=O)C1CCCC1,4,-7[16.7 µM],0,-2,-10,6,-0.2,-3
CCOc1ccc(S(=O)(=O)N2CCN(C(=O)c3ccc(C)c(S(=O)(=O)N4CCOCC4)c3)CC2)cc1,-14,-3,2,-2,-5,-5,/,3
C[C@@H]1CN([C@H](C)CO)C(=O)c2cc(C#C[C@@H](C)O)cnc2O[C@H]1CN(C)Cc1ccc(-c2ccccc2)cc1,18,2[16.7 µM],-6,3,-10,-1,20,-4

Full records from above. Order of values: RAD52 anneal inh	miR122 inh	ERAP1 HTS inh	PglD DTNB	PGC1a acetyl inh	RAD54 branch	E-selectin induc	Cneo AK release
`COc1ccc(N2CCN(c3nc4ccccn4c(=O)c3C=O)CC2)cc1` as listed: -24	-4	-2	/	/	/	-0.4	/
`O=C(c1ccccc1F)N1C[C@@H]2[C@H](c3ccccc31)[C@@H](CO)N2C(=O)C1CCCC1` as listed: 4	-7[16.7 µM]	0	-2	-10	6	-0.2	-3
`O=C1c2ccccc2C(Nc2ccccc2)N1c1cccnc1` (stereo not given) as listed: 5	-10	-3	-5	-1	10	/	-4
`O=C(C[C@@H]1C[C@H]2c3cc(NC(=O)Nc4ccccc4F)ccc3O[C@H]2[C@@H](CO)O1)NC1CCCC1` as listed: -1	4[16.7 µM]	-4	2	-6	-5	-0.1	0
